# V1aR counter – counter-screen for oxytocin receptor agonists: human V1a receptor agonists | P37288 | CHO-V1R cells, Fluo-8 calcium fluorescence, agonist mode; 0% DMSO, 100% 3 nM vasopressin | activation, % at 3 µM | 320,000 compounds, 0.25% hits | AID 2797;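 active = activation above the mean activation of all tested compounds plus 3 SD, per screening run, cut at about 20% in these data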;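 note: signal is peak over basal fluorescence ratio across a 100 second FLIPR read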
# Target sequence (P37288 whole entry, looked up): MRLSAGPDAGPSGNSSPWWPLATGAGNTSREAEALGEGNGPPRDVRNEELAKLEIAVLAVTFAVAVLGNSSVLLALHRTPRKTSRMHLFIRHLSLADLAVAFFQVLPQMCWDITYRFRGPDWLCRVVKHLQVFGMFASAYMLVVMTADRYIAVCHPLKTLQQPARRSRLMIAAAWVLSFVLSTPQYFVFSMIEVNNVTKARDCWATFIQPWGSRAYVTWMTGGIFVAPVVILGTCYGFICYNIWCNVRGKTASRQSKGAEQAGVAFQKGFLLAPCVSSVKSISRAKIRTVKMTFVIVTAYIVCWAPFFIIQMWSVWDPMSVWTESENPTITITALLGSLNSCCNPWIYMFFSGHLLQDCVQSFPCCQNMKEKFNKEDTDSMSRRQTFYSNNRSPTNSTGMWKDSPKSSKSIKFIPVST
# MEKK3 PB1 HTS – MEKK3-MEK5 PB1 interaction, increase or decrease; binding response (% of control), % at 10 µM; 290,000 compounds, 1.4% hits; Q99759; bead-based flow cytometry, Alexa488-MEK5 binding to MEKK3; actives lie on both sides; 0 = blocked by unlabeled MEK5, 100 = vehicle;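 active = binding response more than 3 SD above or below the average of its plate-row segment, actives on both sides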;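 note: Alexa488 bead fluorescence after subtracting the streptavidin-only scavenger bead signal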
# PHOSPHO1 block – PHOSPHO1 (human) inhibition; Q8TCT1; recombinant PHOSPHO1, absorbance phosphatase assay; inhibition, % at 13.3 µM; 290,000 compounds, 1.1% hits; AID 1565; in the data active = inhibition above about 60%
# Target sequence (Q8TCT1 whole entry, looked up): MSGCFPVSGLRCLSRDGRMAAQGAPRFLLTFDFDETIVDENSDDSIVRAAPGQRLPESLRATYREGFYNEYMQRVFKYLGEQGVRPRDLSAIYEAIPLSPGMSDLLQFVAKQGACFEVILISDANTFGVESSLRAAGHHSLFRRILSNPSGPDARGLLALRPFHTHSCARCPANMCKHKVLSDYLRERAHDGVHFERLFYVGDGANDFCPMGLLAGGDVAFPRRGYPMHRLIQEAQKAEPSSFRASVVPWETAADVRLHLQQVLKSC
# GPR7 antag – blocks human GPR7 receptor signaling. inhibition, % at 4.4 µM. 290,000 compounds, 1.1% hits. GPR7-expressing cells, fluorescence antagonist assay. P48145. AID 1861; in the data active = inhibition above about 16%, passing the limit was not always enough;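 note: cells stimulated with the agonist NPW; 0% = agonist with vehicle and 100% = vehicle without agonist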
# MEKK2 WT-MEK5 – raises or lowers MEK5 binding to wildtype human MEKK2 PB1 domain. Q9Y2U5. bead flow cytometry, Alexa488-MEK5 binding to MEKK2 WT; actives lie on both sides. binding response (% of control), % at 10 µM. 290,000 compounds, 1.1% hits; in the data active = binding response below about 67% or above about 130%
# GalR3 antagonist – human GalR3 antagonism; O60755; HEK293 GalR3-CNG cAMP membrane potential fluorescence; galR3 body fused to GalR1 C-terminus; inhibition, % at 3 µM; 360,000 compounds, 0.44% hits;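 active = inhibition above the screen-wide average plus 3 SD, cut at about 13% in these data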;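 note: forskolin and galanin both at EC90 stimulate the cells; cAMP rise reported by CNG channel membrane potential dye signal; 0% = forskolin plus galanin with DMSO and 100% = forskolin alone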
# Target sequence (O60755 1-299 limits assumed): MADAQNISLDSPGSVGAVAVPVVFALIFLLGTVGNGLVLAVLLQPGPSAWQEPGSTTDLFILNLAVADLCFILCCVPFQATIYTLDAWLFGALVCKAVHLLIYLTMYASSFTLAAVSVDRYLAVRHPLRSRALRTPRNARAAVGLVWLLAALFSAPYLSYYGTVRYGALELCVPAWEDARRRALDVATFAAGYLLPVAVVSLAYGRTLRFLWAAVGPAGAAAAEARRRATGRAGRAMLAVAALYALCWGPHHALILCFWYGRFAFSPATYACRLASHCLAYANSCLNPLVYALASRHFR
# OXTR ag – activates the human oxytocin receptor. CHO-OTR cells, Fluo-8 calcium fluorescence; normalized: DMSO 0%, oxytocin 100%. P30559. 320,000 compounds, 0.32% hits. activation, % at 3 µM;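 active = activation above the mean of all tested compounds plus 3 SD, cutoff set per screening run, cut at about 20% in these data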;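 note: peak over basal fluorescence ratio from a 100 s FLIPR kinetic read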
# NALP1 inh – NALP1 inhibition; S. cerevisiae NALP1/ASC/caspase-1 growth, X-gal OD620, 72 h; inhibition, % at 10 µM; 280,000 compounds, 0.61% hits; AID 2071; in the data active = inhibition mostly above about 24%, no sharp cut-off; inactive = mostly below about 32%; note: some compounds called inactive have numbers as strong as hits
# MEKK2mut PB1 HTS – signal of MEK5 binding to mutant human MEKK2 PB1 domain; bead flow cytometry, Alexa488-MEK5 binding to MEKK2 mutant; percent response, % at 10 µM; 290,000 compounds, 0.35% hits; AID 1530; in the data active = percent response above about 24%, passing the limit was not always enough; note: inactives centre near 1; some results filed as inactive read as strong as hits; reference of the scale not given here
# The depositor's hits bear a star; . = not tested or not shown; [ ] = dose if it differs, or a comment.
# Every second line gives: V1aR counter	MEKK3 PB1 HTS	PHOSPHO1 block	GPR7 antag	MEKK2 WT-MEK5	GalR3 antagonist	OXTR ag	NALP1 inh	MEKK2mut PB1 HTS
CSCCC(NS(=O)(=O)c1ccc2c(c1)oc(=O)n2C)C(=O)NC1CCN(Cc2ccccc2)CC1 (configuration not stated)
  -0.1	104	-25	-21	108	-2	0.3	8	9
Cc1cccc(C(=O)NCCc2csc(C)n2)c1
  -0.2	108	-10	-13	108	.	0.2	40	11
O=C(NCCCn1ccnc1)Nc1ccc(Cl)cc1Cl
  0.7	97	-11	-2	97	-3	-0.1	6	-1
S=C(NCCCCc1ccccc1)NCc1ccccc1
  .	101	28	-17	98	0	.	-3	-1
Cc1nc2scc(C)n2c(=O)c1S(=O)(=O)N1CCN(c2ccc([N+](=O)[O-])cc2)CC1
  0.8	97	15	-10	95	8	0.5	-14	0
Cc1ccc(C(=O)CC(c2cccs2)S(=O)(=O)c2ccc(C)cc2)cc1 (configuration not stated)
  0.1	118	4	-7	101	-3	-0.3	-26	3
CCC(C(=O)OCC(=O)Nc1c(Cl)cccc1Cl)c1ccccc1 (configuration not stated)
  0.3	99	-17	4	96	-8	8.7	48	-2
COC(=O)N/N=C/c1ccccc1
  0.6	94	41	-18	98	1	-0.6	-2	-1
COc1ccc(S(=O)(=O)N[C@@H](CC(C)C)C(=O)O)cc1
  0.4	80*[inhibitor]	13	19	87	-5	0.2	4	-4
O=C(NN=C(Cc1ccccc1)Cc1ccccc1)c1ccccc1O
  1.8	94	16	3	95	-5	-1.2	-8	-7
Cc1ccc(C)c(C(C)NC(=O)CC#N)c1 (configuration not stated)
  -0.9	102	41	3	95	-2	0.4	6	-6
CN(C)S(=O)(=O)c1cccc(NC(=O)c2ccc(OC(F)(F)F)cc2)c1
  10	103	4	-7	101	-4	8.8	29	-1
COc1cc(/C=N/n2nnnc2N)ccc1OC(C)=O
  .	108	34	-10	108	-4	.	8	7
COc1cc(NC(=O)C(=O)N2CCN(C)CC2)c(OC)cc1Cl
  0.9	.	12	-10	.	-4	0.1	12	.
COc1ccc(NC(=O)COC(=O)/C=C/c2cnc3ccccc3n2)cc1
  -0.5	103	38	-8	97	-4	-1.4	-14	-3
COc1cc(C(CC(=O)N2CCOCC2)c2c(OC)cc(OC)c3ccc(=O)oc23)cc(OC)c1OC (configuration not stated)
  -0.2	118	22	.	134	-5	1.0	13	3
CCN(CC)C(=O)C[n+]1cccc(C(N)=O)c1
  -0.8	103	-2	-11	106	-2	0.4	24	1
O=C(Nc1cccnc1Cl)c1cc(-c2ccc(F)cc2)on1
  0.7	98	27	-3	94	-5	0.9	30	-3
O=C(Nc1ccc(NC(=O)c2cccnc2Cl)cc1)c1cccc(Cl)c1
  6.9	102	26	-1	99	-12	4.7	12	2
COc1ccc(CN(C(=O)c2oc3cc(C)ccc3c2C)C2CCS(=O)(=O)C2)cc1OC (configuration not stated)
  1.5	99	18	7	96	.	-0.3	11	1
O=C(CN1CCCC1)OCCCc1ccccc1
  -0.1	101	-16	-8	103	-4	0.5	39	1
CCc1cccc(C)c1NC(=S)N(Cc1cccnc1)Cc1ccco1
  1.3	100	8	-9	102	-10	0.0	25	1
Cc1ccc(SCC(=O)NC2CC2)cc1
  -0.5	100	36	-17	99	-2	-0.2	15	1
O=C(NCc1ccc2c(c1)OCO2)c1c(F)c(F)c(F)c(F)c1F
  -0.3	104	33	-9	109	-4	-1.6	12	4
CCC(C)NC(=O)C1(C)CCC(=O)N1Cc1ccccc1OC (configuration not stated)
  -0.2	100	2	-2	96	-5	0.7	6	-2
O=c1cc(CN2CCN(Cc3ccccc3)CC2)c2cc(O)ccc2o1
  3.9	109	26	10	107	-8	2.3	25	4
Cc1nnc(SCc2c(Cl)cccc2[N+](=O)[O-])s1
  0.3	90	23	-3	83	-3	-0.9	1	-11
O=C(Nc1ccccc1C(F)(F)F)N1CCN(c2ccc3nnc(-c4ccc(F)cc4)n3n2)CC1
  0.0	98	-46	12	101	-7	0.5	16	3
CCOc1ccccc1C(=O)NCC(=O)OCC(=O)N1C(C)CCCC1C (configuration not stated)
  -0.3	104	1	-7	106	-1	-0.1	-12	4
O=C(NCc1cccc(Cl)c1)C1CCC(=O)N(CC2CCCCC2)C1 (configuration not stated)
  0.9	99	30	13	98	-3	0.6	14	-8
Cn1nnnc1SC1CC(=O)N(c2ccccc2)C1=O (configuration not stated)
  0.8	104	51	5	105	-3	1.3	32	1
COc1ccc(NC(=O)CSC2CC(=O)N(c3ccc4c(c3)OCCO4)C2=O)cc1 (configuration not stated)
  0.8	99	1	-4	98	5	2.4	16	1
CN(C)/C=C(\C#N)C(=O)Nc1ccc(O)cc1F
  1.6	106	23	-2	101	-1	0.1	5	6
COc1ccccc1C(=O)C1CCCN(Cc2ccc(Oc3ncccn3)cc2)C1 (configuration not stated)
  -0.3	118	-2	-6	109	1	0.9	4	-5
COc1ccc([C@@H]2[C@@H]3C(=O)N(C(C)(C)C)C(=O)[C@@H]3[C@]3(C)C(=O)N(c4cccc(Br)c4)C(=O)N23)cc1
  -0.2	101	10	4	92	.	2.9	11	-8
CCc1ccc2c(COC(=O)CNS(=O)(=O)c3ccc(NC(C)=O)cc3)cc(=O)oc2c1
  -0.5	94	-2	1	98	-3	0.1	27	1
CCOC(=O)c1c(-c2cccs2)csc1NC(=O)CNCCN1CCOCC1
  .	96	-12	-1	96	.	.	22	-1
Cc1ccc(CNc2cnccn2)cc1
  -0.8	92	-4	2	96	-4	-1.9	1	1
COc1ccc(CNC(=S)NCc2ccc(F)cc2)cc1OC
  5.3	106	21	-19	110	-6	3.8	23	5
CC(C)Oc1ccccc1C1(c2ccccc2)NC(=O)NC1=O (configuration not stated)
  -0.1	104	20	-11	103	-6	-0.6	0	2
CCOC(=O)N1CCC(N2CCN(S(=O)(=O)CC)CC2)CC1
  0.3	96	6	-8	96	.	0.6	8	-7
CC(C)[C@@H](N)C(=O)N/N=C/c1ccc2ncccc2c1
  0.3	94	22	-12	91	0	1.1	.	-3
COCCn1c(SCC(=O)Nc2cccc(F)c2)nc2c([nH]c3ccccc32)c1=O
  0.1	107	19	-14	110	0	0.4	4	8
Fc1ccc(CNC(=S)Nc2cccc(C(F)(F)F)c2)cc1
  9.7	100	-5	2	106	0	10	7	1
C/C(=N\Nc1ccc(C)c(Cl)c1)c1cccnc1
  0.2	108	39	0	113	-12	-0.9	1	13
COC(=O)c1ccc(NC(=O)CSc2ccccn2)cc1
  -0.2	100	42	8	100	-2	-0.6	0	2
Cc1nn(-c2ccccc2[N+](=O)[O-])c(=O)c2ccccc12
  -1.5	106	32	-1	106	-6	-1.7	0	6
COc1cccc(OCC(O)CN2C(C)CCCC2C)c1 (configuration not stated)
  -0.7	99	2	-1	102	-3	0.4	-3	4
COc1ccccc1C(=O)Nc1ccc(C)cc1C(=O)c1ccccc1
  0.1	105	-1	-7	93	3	-2.1	37	20
COc1ccc(S(=O)(=O)Nc2cccc(/C=C/C(=O)O)c2)cc1
  0.6	98	24	-8	99	-2	1.7	16	-2

# Remaining list, next part.
# Every second line gives: V1aR counter	MEKK3 PB1 HTS	PHOSPHO1 block	GPR7 antag	MEKK2 WT-MEK5	GalR3 antagonist	OXTR ag	NALP1 inh	MEKK2mut PB1 HTS
CC(=O)c1cc(C(=O)c2ccccc2)sc1Nc1ccccc1
  0.0	101	1	-8	93	0	-1.8	37	-1
COc1cccc(OC(=O)N2CCOCC2)c1
  0.5	74	7	11	75	-5	0.5	5	-23
Cc1c2c(nc3ccccc13)CCC(C(C)(C)C)C2 (configuration not stated)
  2.6	101	27	-12	102	-2	-1.7	9	-3
C/C(=N\NC(=O)C1CCCC1)c1ccc(C(C)C)cc1
  1.3	102	26	-18	104	0	-1.0	3	7
CC1CN(C(=O)COC(=O)c2ccc(NC(=O)CC#N)cc2)CC(C)O1 (configuration not stated)
  -0.2	102	48	-21	101	1	0.0	-7	2
CCOc1cc(C)c(S(=O)(=O)Nc2ccc3cn[nH]c3c2)cc1C
  10	106	42	-6	106	.	9.2	3	2
CCN1C(=O)CC(C(=O)Nc2ccc(F)cc2)SC1=Nc1cccc(OC)c1 (configuration not stated)
  0.0	.	30	-15	.	-4	-1.3	-8	.
CN1CCOCCOCCN(C)C1=O
  -0.3	113	-7	6	101	-1	-0.4	8	3
COc1ccc(CCNC(=O)c2cc(-c3cc(Cl)ccc3O)n[nH]2)cc1OC
  16	105	-8	-8	102	-3	6.3	-16	4
COCCNc1nnc(SCC(=O)NNC(=O)c2ccccc2)s1
  -0.1	99	12	3	99	-4	0.5	5	-1
Cn1c(C(=O)N2CCc3ccccc3C2)cc2c(=O)n3ccccc3nc21
  0.6	95	22	10	95	-3	-0.3	16	-5
Cc1ccc(SCC(=O)NNC(=O)c2ccccc2)cc1C
  0.2	100	31	-15	93	-7	0.9	-3	1
CCSc1nnc(NC(=O)C(C)(C)C)s1
  -0.3	103	4	-8	107	-1	-0.7	-1	0
O=C(O)c1ccc(NC(CSCc2cccc(F)c2)C(=O)O)c([N+](=O)[O-])c1 (configuration not stated)
  -0.2	109	3	-8	110	-2	-0.1	37	9
COc1cccc(C(=O)NCC(=O)N2CCC(C)CC2)c1
  -0.1	96	1	-4	99	0	0.2	28	0
CCOc1ccccc1N(CC(=O)N/N=C(\C)c1cccc(Br)c1)S(C)(=O)=O
  0.0	101	22	-1	98	-4	-1.1	11	3
CCN(CC)C(=O)CSc1nnc(-c2ccc(S(=O)(=O)NCc3ccccc3Cl)cc2)o1
  8.4	.	18	-18	.	0	6.6	6	.
Cc1ccc(-n2c(C)cc(C)c(C#N)c2=O)cc1Cl
  0.2	106	-16	-8	107	-6	-0.2	4	2
O=C(NC1CCCCC1)c1cccnc1Sc1ccccc1
  -0.1	102	7	-8	102	-10	-0.7	14	6
CCn1ncc(CN2CCC(Oc3cc(C(=O)NC4CC4)ccc3OC)CC2)c1C
  .	102	-26	6	104	2	.	9	3
CN(C)CC(C)(C)CNC(=S)Nc1ccc(S(=O)(=O)N2CCOCC2)cc1
  1.2	104	-14	-6	106	6	1.0	24	-2
COCCNC(=O)c1cc2c(=O)[nH]c3ccccc3c2s1
  1.6	100	7	-13	106	-2	0.4	-4	6
Cn1cc(CN2CCC(CO)CC2)c(-c2ccc(Oc3ccccc3)cc2)n1
  0.6	96	24	-4	106	-6	1.1	6	-4
CCOc1ccc(/C=C2\SC(=S)N(CCC(=O)N(CCO)c3ccccc3)C2=O)cc1
  1.9	102	-200	-20	96	-12	1.1	24	7
Cn1c(COc2ccc(C(=O)O)cc2)nc2ccccc21
  0.6	106	-18	-4	106	-8	2.1	2	0
Cc1[nH]c2c(C)cccc2c1CCNS(=O)(=O)c1cccc([N+](=O)[O-])c1
  1.2	103	11	7	116	-4	2.0	29	18

# Fetched one by one from above (three):
# Every second line gives: V1aR counter	MEKK3 PB1 HTS	PHOSPHO1 block	GPR7 antag	MEKK2 WT-MEK5	GalR3 antagonist	OXTR ag	NALP1 inh	MEKK2mut PB1 HTS
Cn1c(COc2ccc(C(=O)O)cc2)nc2ccccc21
  0.6	106	-18	-4	106	-8	2.1	2	0
COCCNC(=O)c1cc2c(=O)[nH]c3ccccc3c2s1
  1.6	100	7	-13	106	-2	0.4	-4	6
Cn1cc(CN2CCC(CO)CC2)c(-c2ccc(Oc3ccccc3)cc2)n1
  0.6	96	24	-4	106	-6	1.1	6	-4

# Screening results: PubChem BioAssay, several laboratories
